Assay outcomes (PubChem)
SARS 3CLpro inh = SARS-CoV 3CLpro protease inhibitors, primary screen, biochemical, quenched FRET. inhibition, % at 6 µM. recombinant SARS-CoV 3CLpro, quenched FRET peptide cleavage. Replicase polyprotein 1ab (Severe acute respiratory syndrome coronavirus), P0C6X7. AID 1706, 2009. 0.14% of 290,000 active; in the data active = inhibition above about 12%
BH1578 lux ind = inducers of Vibrio cholerae quorum light production without autoinducers, primary screen, BH1578 luxS cqsA deficient, single point. V. cholerae BH1578 lux reporter, luminescence, 6 h. 0.16% of 350,000 active. activation, % at 18.7 µM; in the data active = activation mostly above about 9.7%, no sharp cut-off; note: not every result past the cut was called active; inactives centre near 0; reference of the scale not given here
Rv3671c inh = Rv3671c serine protease inhibitors, primary screen, biochemical, fluorescence polarization, M. tuberculosis H37Rv | P9WHR9 | inhibition, % at 5.96 µM | 0.048% of 320,000 active; in the data active = inhibition above about 38%;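 note: extracellular domain of Rv3671c used as enzyme; 0% = enzyme with DMSO and 100% = no enzyme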
Target sequence (P9WHR9 whole entry, looked up, the tested form may be a part): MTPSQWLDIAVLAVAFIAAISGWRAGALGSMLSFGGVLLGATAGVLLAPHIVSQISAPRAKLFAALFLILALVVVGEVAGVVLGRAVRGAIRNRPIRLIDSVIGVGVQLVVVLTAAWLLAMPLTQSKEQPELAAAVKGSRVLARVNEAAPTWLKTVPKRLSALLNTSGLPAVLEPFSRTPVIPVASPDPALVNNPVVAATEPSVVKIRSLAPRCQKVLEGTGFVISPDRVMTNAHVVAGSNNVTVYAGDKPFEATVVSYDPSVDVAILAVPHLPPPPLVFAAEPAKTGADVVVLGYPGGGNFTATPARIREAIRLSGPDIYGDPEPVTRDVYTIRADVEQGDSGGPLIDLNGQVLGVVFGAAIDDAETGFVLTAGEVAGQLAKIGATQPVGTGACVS
DUSP3 inh = VHR1 phosphatase inhibitors, primary screen, biochemical, absorbance, uHTS. 0.52% of 290,000 active. AID 1654, 2009. recombinant VHR phosphatase, pNPP absorbance. inhibition, % at 13.3 µM. Dual specificity protein phosphatase 3 (Homo sapiens), P51452; in the data active = inhibition above about 50%; note: some compounds called inactive have numbers as strong as hits
Target sequence (P51452 whole entry, looked up): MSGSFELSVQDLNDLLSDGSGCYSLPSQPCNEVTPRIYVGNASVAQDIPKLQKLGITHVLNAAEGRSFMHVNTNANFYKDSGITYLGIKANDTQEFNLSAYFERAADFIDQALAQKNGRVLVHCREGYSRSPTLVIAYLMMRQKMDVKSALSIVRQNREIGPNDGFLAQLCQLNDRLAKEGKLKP
PriA SSB inh = inhibitors of Klebsiella pneumoniae PriA binding to SSB C-terminal tail, primary screen, biochemical, AlphaScreen | AlphaScreen SSBct-PriA binding, biotinylated peptide | inhibition, % at 33 µM | 0.6% of 430,000 active | AID 1272365, 2023; in the data active = inhibition mostly above about 37%, no sharp cut-off; inactive = mostly below about 20%;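 note: plate controls were negative control peptide for no effect and reference peptide for full effect; strong numbers were not always called active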
MazF activator = activators of E. coli MazEF toxin-antitoxin RNase, primary screen, biochemical, fluorescence, uHTS; activation, % at 20 µM; Endoribonuclease toxin MazF (Escherichia coli (strain K12)), P0AE70; FAM/BHQ RNA-DNA oligo cleavage fluorescence, 5 h; 0.32% of 350,000 active; AID 504720, 2011; in the data active = activation above about 50%
Target sequence (P0AE70 whole entry, looked up): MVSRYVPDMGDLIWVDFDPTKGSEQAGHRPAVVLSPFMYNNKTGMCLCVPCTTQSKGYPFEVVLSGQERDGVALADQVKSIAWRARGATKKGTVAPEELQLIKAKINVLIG
Y pestis TopoI = Yersinia pestis topoisomerase I inhibitors, primary screen, biochemical, cleavage product accumulation, plate reader, single point; DNA topoisomerase I (Yersinia pestis CO92); Y. pestis Topo-I cleavage product accumulation; activity, % at 10 µM; 0.064% of 360,000 active; AID 504884, 2011; in the data active = activity above about 50%, passing the limit was not always enough; note: inactives centre near 2
CCHF vOTU inh = CCHFV vOTU protease inhibitors, primary screen, biochemical, Pep-AMC substrate, fluorescence | 0.55% of 370,000 active | Crimean-Congo hemorrhagic fever virus L polyprotein viral ovarian tumor (vOTU) protease … | AID 651958, 2012 | inhibition, % at 11.5 µM; in the data active = inhibition above about 30%; note: 0% = vehicle wells with enzyme and 100% = no enzyme wells
TcdB inh = TcdB glycohydrolase inhibitors, primary screen, biochemical, single point, plate reader; Toxin B (Clostridioides difficile), P18177; TcdB glycohydrolase enzymatic assay; inhibition, % at 9.99 µM; 0.24% of 350,000 active; in the data active = inhibition above about 10%
PrPC TRFRET = inhibitors of human cell surface prion protein PrPC, primary screen, cell-based, TR-FRET. TR-FRET read-out. inhibition, % at 13.8 µM. AID 720596, 2013. 0.43% of 370,000 active. Major prion protein (Homo sapiens), P04156; in the data active = inhibition above about 24%; note: 0% = median of the test wells and 100% = reference compound wells
Active calls of the source: *; i = inactive; · = no result given; & = joins results of further samples. An excerpt, so the mix of outcomes need not match the whole.

Sample of the layout, 6 compounds:
SMILES	SARS 3CLpro inh	BH1578 lux ind	Rv3671c inh	DUSP3 inh	PriA SSB inh	MazF activator	Y pestis TopoI	CCHF vOTU inh	TcdB inh	PrPC TRFRET
Cc1cc(NC(=O)Nc2ccccc2[N+](=O)[O-])no1	5	-1.4	5	21	-6	3	10	13	1.0	-16
Cc1cc(C)n2nc(C(=O)OCC(=O)NC3CCS(=O)(=O)C3)nc2n1 (stereo unspecified)	·	-0.5	·	·	·	2	5	-4	-0.9	-1
O=C(O)C(c1ccccc1)N1C(=O)/C(=C\c2ccc(-c3cccc(Cl)c3)o2)SC1=S (stereo unspecified)	1	i	-7	48	11	199*	3	-11	0.6	-3
CC(C)CC1NC(=O)N(CC(=O)Nc2ccccc2-c2ccccc2)C1=O (stereo unspecified)	6	0.0	-12	8	-2	5	8	8	-0.5	5
CCCCCCN1C[C@@H](n2cc(COC(=O)c3ccccc3)nn2)[C@H](O)C[C@@H]1c1ccc(C)cc1	·	-0.4	·	·	·	-3	8	-1	0.3	-6
COc1c(C)cc(C(=O)C2CCCN(Cc3c(C)n(C)n(-c4ccccc4)c3=O)C2)cc1C (stereo unspecified)	-5	-0.3	17	24	-16	9	7	4	0.4	-11

Results, from the start:
SMILES	SARS 3CLpro inh	BH1578 lux ind	Rv3671c inh	DUSP3 inh	PriA SSB inh	MazF activator	Y pestis TopoI	CCHF vOTU inh	TcdB inh	PrPC TRFRET
Cc1cc(NC(=O)Nc2ccccc2[N+](=O)[O-])no1	5	-1.4	5	21	-6	3	10	13	1.0	-16
Cc1cc(C)n2nc(C(=O)OCC(=O)NC3CCS(=O)(=O)C3)nc2n1 (stereo unspecified)	·	-0.5	·	·	·	2	5	-4	-0.9	-1
O=C(O)C(c1ccccc1)N1C(=O)/C(=C\c2ccc(-c3cccc(Cl)c3)o2)SC1=S (stereo unspecified)	1	i	-7	48	11	199*	3	-11	0.6	-3
CC(C)CC1NC(=O)N(CC(=O)Nc2ccccc2-c2ccccc2)C1=O (stereo unspecified)	6	0.0	-12	8	-2	5	8	8	-0.5	5
CCCCCCN1C[C@@H](n2cc(COC(=O)c3ccccc3)nn2)[C@H](O)C[C@@H]1c1ccc(C)cc1	·	-0.4	·	·	·	-3	8	-1	0.3	-6
COc1c(C)cc(C(=O)C2CCCN(Cc3c(C)n(C)n(-c4ccccc4)c3=O)C2)cc1C (stereo unspecified)	-5	-0.3	17	24	-16	9	7	4	0.4	-11
O=C(Nc1cccc([N+](=O)[O-])c1)c1ccc(CN2CCOCC2)cc1	-1	-0.6	2	-1	10	2	0	18	-9.8	-15
COc1ccc(CCNC(=O)CN(c2ccc(OC)c(OC)c2)S(C)(=O)=O)cc1	3	i	2	30	-3	3	1	-9	·	-1
Cc1ccc(NC(=O)c2ccccc2)cc1-n1cnnn1	3	-0.5	1	10	-4	9	-2	-2	0.2	5
CCN(C(=O)COC(=O)c1cc2c(s1)CCCC2)c1c(N)n(Cc2ccccc2)c(=O)[nH]c1=O	·	0.0	-12	·	-4	-21	24	20	0.1	8
COc1ccccc1C(C)Nc1nc(-c2cccnc2)nc2ccccc12 (stereo unspecified)	-6	4.4	-11	31	1	0	18	5	-0.5	4
CCCN1CCC(=O)N([C@H](CO)Cc2ccccc2)CC1	-1	0.5	3	5	-8	3	3	-4	·	2
CC(=O)C1=C(O)C2(C)c3c(O)c(C)c(O)c(C(C)=O)c3OC2CC1=O (stereo unspecified)	·	-0.3	·	·	·	-2	-4	14	0.2	-9
O=C(COc1ccc2ccccc2c1Br)N1CCN(c2ccccn2)CC1	-6	0.0	-10	0	-13	-10	1	0	0.4	-3
COc1ccc(NC(=O)C[C@H]2C(=O)N(c3ccccc3)C[C@@H]2C)cc1	·	-0.1	·	·	·	6	-1	-2	2.9	3
COc1cccc2[nH]c(=O)c(-c3ccccc3)cc12	5	-0.6	-7	21	-6	-1	6	-74	0.6	2
CCCCc1cc(=O)oc2cc(OCC(=O)NCc3ccccn3)ccc12	2	-2.0	4	7	9	30	17	6	0.8	-1
CCCCn1c(=S)[nH]c2cc(S(=O)(=O)N3CCOCC3)ccc21	·	0.0	-15	·	-6	-4	5	7	-0.6	-5
Cc1cc(OCc2ccccc2)ccc1/C(O)=C1/C(=O)C(=O)N(Cc2cccnc2)C1c1ccncc1 (stereo unspecified)	4	i	-2	27	·	0	0	-7	-2.5	34*
CCCC(C)C1(CC)C(=O)NC(=Nc2ccccc2)NC1=O (stereo unspecified)	0	0.4	4	9	-11	8	9	-11	·	2
COCC(C)NCc1cc(Br)ccc1OC (stereo unspecified)	2	-1.8	3	30	-16	3	6	5	0.2	-5
COC(=O)C(C)Oc1cc(OC(C)C(=O)OC)c2c(-c3ccccc3)cc(=O)oc2c1 (stereo unspecified)	1	i	-4	·	17	5	16	5	1.2	1
COc1ccccc1C1CN=NC12CCCc1ccccc1C2=O (stereo unspecified)	3	-3.2	-5	10	-11	-3	-8	-6	·	2
COCCNc1oc(-c2ccc(F)cc2)nc1C#N	0	1.3	2	16	-2	4	-6	-34	·	-3
CCN(Cc1ccccc1)S(=O)(=O)c1c(C(=O)N2CCCC2)c(C)n(C)c1C	-4	-0.3	5	9	10	8	4	11	4.3	4
COC(=O)Cn1c(CN2CCN(c3ccc(F)cc3)CC2)nc2c1c(=O)n(C)c(=O)n2C	·	2.5	3	13	-1	7	7	·	·	·
O=S(=O)(c1cc(Cl)ccc1Cl)n1ccnc1	3	-0.3	·	20	-8	17	-11	-8	0.3	-2
OC1(c2ccc(F)cc2)CC2CCC(C1)N2Cc1nnnn1C1CCCC1 (stereo unspecified)	-7	-3.3	-11	4	-7	0	3	24	-0.6	-4
C=C(C)CSc1nc(N)cc(=O)[nH]1	4	17*	3	15	-24	-6	-2	2	·	-1
CC(C)/C=N/Nc1nc(-c2ccc(Br)cc2)cs1	1	-0.2	7	-14	·	-6	-2	-9	·	11
O=c1ccn([C@@H]2O[C@H](CNCc3ccc(-c4cc(C(F)(F)F)ccc4Cl)o3)[C@@H](O)[C@H]2O)c(=O)[nH]1	·	-1.3	·	·	2	-2	15	-5	0.8	-3
Cc1ccc(S(=O)(=O)N2CC(=NN=C(N)N)C2)cc1	1	i	-10	20	-4	13	2	3	-0.2	-2
COc1ccc(C2CC(O)(c3ccccc3)Oc3cc(OC)c(OC)c(OC)c32)cc1 (stereo unspecified)	·	i	-1	-32	15	-1	-14	7	-0.9	-5
CCN(CC)C(=O)C(=O)N/N=C/c1ccc(C(=O)OC)cc1	3	-0.2	5	21	·	-13	4	-2	-0.4	-2
c1ccc(CCNc2ncnc3scc(C4COc5ccccc5O4)c23)cc1 (stereo unspecified)	-3	-1.2	-4	37	-6	-18	-13	-5	·	21
O=C(O)CCCCCNC(=O)/C=C/c1ccco1	6	-2.1	-2	4	-27	-6	4	5	0.1	-11
CCOC(=O)c1ccccc1NC(=O)COC(=O)CSCC(=O)Nc1cc(C)on1	·	i	1	·	-8	11	2	0	0.5	-5
c1ccc2c3c([nH]c2c1)C1(CCCCC1)NCC3	-3	-0.3	-5	21	0	5	-4	5	1.1	-3
Cc1ccc(NC(=O)COC(=O)c2ccc(Cl)cc2)cc1S(=O)(=O)N(C)C	0	-0.4	-16	-2	-14	-1	11	10	1.3	2
O=C(OCc1nc2ccccc2s1)c1ccccc1O	0	-0.3	-12	-1	-6	-37	3	-6	-0.8	-3
CCC(C(=O)NC(C)(C)C)N(Cc1ccco1)C(=O)CNS(=O)(=O)c1ccc(OC)cc1 (stereo unspecified)	-6	-0.3	-16	7	15	9	-1	12	0.3	3
c1ccc2c(c1)OCCOCCOc1ccccc1OCCOCCO2	1	0.0	-5	42	-4	12	4	-1	0.9	5
CSCCC(NS(=O)(=O)/C=C/c1ccccc1)C(=O)O (stereo unspecified)	2	i	3	40	-13	-7	2	6	1.7	-2
Cc1ccc(S(=O)(=O)NCC(=O)Nc2cccc([N+](=O)[O-])c2)cc1	4	·	0	26	0	6	3	7	2.1	-9
CN1CCC/C1=C1/C(=O)N(c2ccccc2)N=C1NC(=O)Nc1cccc(Cl)c1	1	0.0	-7	-10	11	-6	-10	0	0.5	5
O=C(CSCc1cccc(Cl)c1)NCc1ccc2c(c1)OCO2	-2	-1.4	0	20	-5	5	11	-6	·	-3
Cc1cc(C(=O)OCC(=O)Nc2cccc(S(N)(=O)=O)c2)c(C)o1	·	i	2	·	-6	-3	-9	-1	0.7	-1
Cc1cc(NS(=O)(=O)c2ccc(NC(=O)CSc3nc4ncccc4[nH]3)cc2)nc(C)n1	0	2.3	11	22	-7	7	4	4	0.8	3
CCOC(=O)c1c(-c2ccc(C)o2)csc1NC(=O)COC(=O)c1ccc(NC(N)=O)cc1	1	-0.1	-91	-6	-3	7	2	7	·	2
Cn1c(=O)c2ccccc2n2c(CCl)nnc12	1	-0.2	1	7	4	2	4	-1	1.4	4
Cc1cc(SCC(=O)N(CC(C)C)c2c(N)n(CC(C)C)c(=O)[nH]c2=O)nc2ccccc12	·	i	2	·	-7	-35	7	-12	1.7	1
CCC(=O)Nc1ccc(C(=O)OCc2ccccc2)cc1	6	2.4	4	6	-5	3	-2	-7	-0.3	-9
CC(CCC(=O)O)C1CC[C@@]2(C)C3C(=O)CC4C(C)(C)C(O)CC[C@]4(C)C3C(=O)C[C@]12C (stereo partly specified)	-3	1.4	-5	32	-14	9	11	0	-0.8	13
COc1cccc(C(=O)/C=C/c2ccc(N3CCCCC3)c([N+](=O)[O-])c2)c1	-6	3.8	-6	-6	15	-4	0	16	·	3
O=C(c1cc(-c2ccccc2Cl)nc2ccccc12)N1CCC1	·	-0.7	-6	·	13	-2	1	-5	0.6	-1
CS(=O)(=O)N1CCN(C(=O)c2cccnc2)CC1	-2	-3.6	9	19	-6	-3	7	11	1.9	-4
C=CCn1c(C)cc(C(=O)COC(=O)CCc2cc(OC)c(OC)c(OC)c2)c1C	·	-3.2	5	·	0	14	16	6	12*	-7
c1ccc(CNc2ncnc3nc[nH]c23)nc1	4	-0.3	5	6	-27	11	9	4	0.3	-5
Cn1cc(/C=C2\SC(=O)N(c3ccc(O)cc3)C2=O)c2ccccc21	9	-0.4	-12	0	16	-16	6	13	1.6	1
CNc1c(NS(=O)(=O)c2ccc(F)c(Cl)c2)c(=O)oc2ccccc12	2	-0.5	-3	26	-1	-17	15	1	0.2	2
Further entries follow.
SMILES	SARS 3CLpro inh	BH1578 lux ind	Rv3671c inh	DUSP3 inh	PriA SSB inh	MazF activator	Y pestis TopoI	CCHF vOTU inh	TcdB inh	PrPC TRFRET
CCCCn1c(-c2ccc(F)c(F)c2)nc2cc3[nH]c(=O)c(C(C)C)nc3cc21	-1	-0.8	-10	13	-12	-5	-6	12	-8.5	0
CSCCC(NC(=O)c1ccco1)C(=O)N1CCN(C(c2ccccc2)c2ccccc2)CC1 (stereo unspecified)	·	-0.5	·	·	14	-7	4	2	1.3	5
CCc1ccc2nc(N(CCN(C)C)C(=O)/C=C/c3cccs3)sc2c1	-4	1.2	-2	18	29&12	32	5	·	·	·
Cc1noc(C)c1COC(=O)[C@@H](NC(=O)c1ccccc1)C(C)C	-4	-0.5	-7	5	5	-19	-7	4	0.9	-3
COc1ccc(Nc2cc(NCCCO)c([N+](=O)[O-])c3nonc23)cc1	3	0.8	-8	27	7	5	4	13	1.1	-59
O=C1CN(C(=O)c2cccs2)c2ccccc2N1	-1	-1.3	-1	3	-16	-6	3	8	·	-4
